Assay outcomes from PubChem.
M4 PAM = human M4 muscarinic receptor positive allosteric modulators, primary screen, CHO-K1 cells, Fluo-8 calcium fluorescence; Muscarinic acetylcholine receptor M4 (Homo sapiens), P08173; CHO-K1 hM4/Gqi5, ACh EC20; 0% = ACh EC20, 100% = maximal ACh; activation, % at 3 µM; 360,000 tested, 0.4% active;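 active = activation above its plate's cutoff, the mean activation of sample wells plus 3 SD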; also: some results filed as inactive read as strong as hits
M5 PAM = human M5 muscarinic receptor positive allosteric modulators, primary screen, CHO-K1 cells, Fluo-8 calcium fluorescence. CHO-K1 hM5, ACh EC20 PAM; 0% = ACh EC20, 100% = ACh EC100. activation, % at 3 µM. Muscarinic acetylcholine receptor M5 (Homo sapiens), P08912. 360,000 tested, 0.3% active;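 active = activation above the run cutoff, the mean activation of all test compounds plus 3 SD, cut at about 18% in these data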
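system = human M5 receptor in CHO-K1 cells | reagent = EC20 acetylcholine as agonist stimulus | compound dosing = single-point, 3 µM nominal | incubation = Fluo-8 loading 80 min at 37 °C plus 30 min room temperature | detection = Fluo-8 calcium dye fluorescence, kinetic read | benchmarks = low control EC20 acetylcholine (0%), high control EC100 acetylcholine (100%)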
CHRM4 antagonist = human M4 muscarinic receptor antagonists, primary screen, CHO cells, Fluo-8 calcium fluorescence; Muscarinic acetylcholine receptor M4 (Homo sapiens), P08173; CHO-hM4 cells, ACh EC80; inhibition, % at 3 µM; 360,000 tested, 0.73% active;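 active = inhibition above its plate's cutoff, the mean inhibition of sample wells plus 3 SD, cut at about 27% in these data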;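 also: 0% = acetylcholine EC80 with DMSO and 100% = DMSO without agonist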
IDE cell inh = human IDE inhibitors in live cells, primary screen, fluorescence polarization, HEK cells, FAbetaB substrate; inhibition, % at 5.59 µM; Insulin-degrading enzyme (Homo sapiens), P14735; 320,000 tested, 0.41% active; FAbetaB cleavage;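 active = percent inhibition above the average of all tested compounds plus 3 SD, set per screening campaign, cut at about 16% in these data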;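 also: IDE supplied by intact live HEK cells; FP after avidin binding of uncleaved biotin substrate so inhibition keeps polarization high; 0% = DMSO wells and 100% = 60 µM reference IDE inhibitor Ii1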
Target sequence (P14735 whole entry, looked up): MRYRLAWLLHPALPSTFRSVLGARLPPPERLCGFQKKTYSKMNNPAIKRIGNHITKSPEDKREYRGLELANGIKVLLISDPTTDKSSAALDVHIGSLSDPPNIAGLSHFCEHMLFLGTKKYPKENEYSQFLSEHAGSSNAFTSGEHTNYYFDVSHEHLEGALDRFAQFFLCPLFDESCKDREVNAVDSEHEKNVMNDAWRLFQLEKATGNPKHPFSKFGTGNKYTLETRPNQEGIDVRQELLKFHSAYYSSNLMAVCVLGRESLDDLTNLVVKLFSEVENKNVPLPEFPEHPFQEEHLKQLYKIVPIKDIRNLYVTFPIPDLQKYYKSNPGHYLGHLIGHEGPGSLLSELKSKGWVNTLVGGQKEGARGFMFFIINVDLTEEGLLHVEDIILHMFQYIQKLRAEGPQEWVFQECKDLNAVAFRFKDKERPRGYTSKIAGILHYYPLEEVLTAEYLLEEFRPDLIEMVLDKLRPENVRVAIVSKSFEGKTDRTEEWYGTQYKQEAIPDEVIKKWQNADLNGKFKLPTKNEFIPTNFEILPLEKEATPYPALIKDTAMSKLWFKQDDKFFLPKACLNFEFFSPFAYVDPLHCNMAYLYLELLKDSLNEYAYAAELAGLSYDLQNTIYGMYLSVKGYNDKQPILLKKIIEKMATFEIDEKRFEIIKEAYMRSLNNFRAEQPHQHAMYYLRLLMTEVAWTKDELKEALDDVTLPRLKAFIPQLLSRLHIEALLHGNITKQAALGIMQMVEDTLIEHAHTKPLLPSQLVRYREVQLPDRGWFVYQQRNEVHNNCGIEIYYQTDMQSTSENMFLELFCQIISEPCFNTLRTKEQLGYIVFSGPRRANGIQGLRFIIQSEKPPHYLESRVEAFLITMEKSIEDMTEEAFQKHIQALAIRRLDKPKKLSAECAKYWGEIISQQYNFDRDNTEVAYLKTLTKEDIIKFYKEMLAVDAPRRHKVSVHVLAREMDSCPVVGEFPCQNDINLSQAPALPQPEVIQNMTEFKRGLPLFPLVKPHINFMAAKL
M5 ag = human M5 muscarinic receptor agonists, primary screen, CHO-K1 cells, Fluo-8 calcium fluorescence; 360,000 tested, 0.19% active; activation, % at 3 µM; Muscarinic acetylcholine receptor M5 (Homo sapiens), P08912; CHO-K1 hM5 cells; 0% DMSO wells, 100% maximal acetylcholine response;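 active = activation above the run's mean over test compounds plus 3 SD, cut at about 23% in these data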;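 also: signal is peak over basal fluorescence ratio across the kinetic read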
CRFBP-R2 agonist = agonists of CRF-BP/CRF-R2 complex, primary screen, cell-based, HEK293, calcium dye fluorescence, uHTS; CRF-binding protein / CRF receptor 2 complex (human); calcium dye fluorescence (FLIPR); percent of saturating CRF peptide response; activation, % at 13.2 µM; 350,000 tested, 0.46% active; AID 588473, 2011;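 active = activation of at least 50%, plus an integration ratio under a set limit after plate pattern correction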;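 also: plate controls were neutral control wells without compound for no effect and CRF at EC100 for full effect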
CRFR2-BP antag = antagonists of CRF-BP/CRF-R2 complex, primary screen, cell-based, HEK293, calcium dye fluorescence, uHTS; CRF-induced calcium fluorescence; inhibition, % at 11.8 µM; 350,000 tested, 0.59% active; AID 588475, 2011;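 active = inhibition of the ligand-induced calcium signal above about 50% at the single tested concentration, limit read from the data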
M4 ag = human M4 muscarinic receptor agonists, primary screen, CHO-K1 cells, Fluo-8 calcium fluorescence. CHO-K1 hM4/Gqi5; vehicle 0%, full acetylcholine response 100%. activation, % at 3 µM. 360,000 tested, 0.14% active;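 active = activation above the run mean over all test wells plus 3 SD, cut at about 32% in these data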;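 also: peak over basal fluorescence ratio per well then scaled between controls; 0% = DMSO wells and 100% = acetylcholine at EC100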
M5 antag = human M5 muscarinic receptor antagonists, primary screen, CHO cells, Fluo-8 calcium fluorescence. Muscarinic acetylcholine receptor M5 (Homo sapiens), P08912. inhibition, % at 3 µM. CHO-hM5 cells, ACh EC80. 360,000 tested, 0.59% active. AID 624040, 2012;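 active = inhibition above a per-plate cutoff, the mean of that plate's test compounds plus 3 SD, cut at about 27% in these data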;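 also: 0% = acetylcholine EC80 with DMSO and 100% = DMSO without agonist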
* = called active by the depositor; . = not tested or not shown. Hits appear at their usual frequency. About 2.9% of those tested had a hit in this group.

#1 Cc1ccc(C(=O)N2CCN(C34CC5CC(CC(C5)C3)C4)CC2)o1
#2 O=S(=O)(/N=C(/c1ccccc1)N1CCOCC1)c1ccc(F)cc1F
#3 COc1ccc(/C=C(/NC(=O)c2cccc([N+](=O)[O-])c2)C(=O)O)cc1OC
#4 Cc1ccccc1NC(=O)CCc1c(C)nn(-c2ccc(N3CCCCC3)nn2)c1C
#5 COc1ccccc1CNC(=O)C1(C)CCN1Cc1ccc(OC(F)(F)F)cc1 (configuration not stated)
#6 O=C(CN1CCCSc2ccccc21)N1CCN(S(=O)(=O)c2cccc(F)c2)CC1
#7 CC(=O)Nc1nonc1-c1nc2ccccc2n1Cc1ccccn1
#8 COc1ccc(C(=O)CNc2cccc(F)c2)cc1

compound no.	1	2	3	4	5	6	7	8
M4 ag	1	1	1	11	-1	12	1	1
M4 PAM	-11	-7	4	-2	-9	-8	12	4
CRFR2-BP antag	-6	7	-2	-3	.	7	-1	1
M5 ag	-8	3	0	-6	-2	0	-4	0
M5 PAM	-2	1	6	-2	-7	-13	-4	-2
CRFBP-R2 agonist	-0.8	-0.4	0.1	-0.5	.	0.5	-0.9	-0.4
IDE cell inh	-1	-2	-5	0	.	-6	1	5
M5 antag	15	-1	2	5	-2	6	11	3
CHRM4 antagonist	19	11	-4	-1	1	5	-2	-4

#9 CCOC(=O)C1=C(C)OC(N)=C(C#N)C1c1cccc(C)c1 (configuration not stated)
#10 COc1ccc2c(c1OC)C(=O)OC2Nc1ccc(S(=O)(=O)N=C(N)N)cc1 (configuration not stated)
#11 CCCC(=O)N1CCN(c2nc3ccc(Cl)cc3s2)CC1
#12 COc1ccc(-c2cc(-c3ccc(OC)cc3)c(C#N)c(SC)n2)cc1
#13 CC(NCCCSc1ccccc1)C(O)c1ccc(O)cc1 (configuration not stated)
#14 O=C1NN=C(c2ccccc2)C1Cc1ccccc1 (configuration not stated)
#15 Cc1ccc2oc(=O)n(CCCOc3ccccc3)c2c1
#16 C=CCc1ccccc1OCCCCN1CCCC1

compound no.	9	10	11	12	13	14	15	16
M4 ag	1	0	12	1	2	1	-2	1
M4 PAM	1	-3	14	2	-2	-5	0	-11
CRFR2-BP antag	3	-6	4	-9	-33	0	17	0
M5 ag	2	4	7	-5	-1	-10	-5	-8
M5 PAM	15	3	-5	-5	-1	-8	-4	-9
CRFBP-R2 agonist	1.8	0.7	-0.7	3.1	-0.6	-2.1	-0.6	1.1
IDE cell inh	4	3	3	2	.	.	1	-2
M5 antag	-6	-7	-4	4	4	11	-4	4
CHRM4 antagonist	0	-6	-4	1	-5	-3	-11	17

#17 Nc1ncc(Br)cc1S(=O)(=O)Nc1ccccc1F
#18 COc1ccc(CNC(=O)CCCNC(=O)c2ccc(Cl)cc2)cc1OC
#19 COc1ccc(CNC(=O)C2(C)Cc3c(-c4ccc5c(c4)OCO5)ccnc3O2)cc1OC (configuration not stated)
#20 Cc1cc(NC(=O)c2cc(C3CC3)on2)n(-c2ccccc2)n1
#21 Cc1cc(C)nc(N(C#N)C(C)C(=O)N(C)C)n1 (configuration not stated)
#22 CC1CN(C(=O)c2ccc(COc3ccc4ccccc4c3)o2)CC(C)O1 (configuration not stated)
#23 CC(=O)Nc1ccc(S(=O)(=O)NCc2ccc(C(=O)NCc3ccc4c(c3)OCO4)cc2)cc1
#24 COc1ccccc1NS(=O)(=O)c1cccc(NC(=O)c2ccc3ccccc3n2)c1

compound no.	17	18	19	20	21	22	23	24
M4 ag	1	2	-2	1	1	2	0	14
M4 PAM	1	4	6	2	-2	0	0	-27
CRFR2-BP antag	9	7	.	-8	9	0	29	21
M5 ag	-7	-1	-1	1	0	0	-3	2
M5 PAM	2	13	0	2	-5	0	1	-17
CRFBP-R2 agonist	-0.7	-3.7	.	-1.6	-0.2	-1.9	-1.7	0.1
IDE cell inh	7	3	.	-2	-1	4	6	0
M5 antag	-10	-3	4	2	4	5	0	16
CHRM4 antagonist	-4	-10	-8	-1	-4	4	-4	16

#25 CCC1S/C(=N/N=C/c2ccco2)N(Cc2ccccc2)C1=O (configuration not stated)
#26 COc1ccc(N2CCN(C(=O)NCc3ccc(OC)c(OC)c3)CC2)cc1
#27 Cc1cc(Br)ccc1NC(=O)c1ccc(-n2cncn2)c([N+](=O)[O-])c1
#28 Cc1cccc(NS(=O)(=O)c2nnc(NC(=O)c3ccc(Cl)cc3)s2)c1
#29 COc1ccccc1/C=N/NC(=O)c1ccc(=O)n(C)c1
#30 CCOC(=O)N1CCN(C(=O)CN(c2ccc(OCC)cc2)S(C)(=O)=O)CC1
#31 O=C(O)c1ccc(CSCc2ccccc2F)o1
#32 CCOC(=O)c1ccccc1NC(=O)c1cc2ccccc2o1

compound no.	25	26	27	28	29	30	31	32
M4 ag	-1	2	9	1	1	1	0	0
M4 PAM	-3	-1	0	1	6	20	-3	-5
CRFR2-BP antag	2	-3	-13	-4	0	0	-3	-8
M5 ag	2	-2	-1	0	-2	-3	0	-2
M5 PAM	3	4	-6	-4	4	7	3	-4
CRFBP-R2 agonist	-1.1	-0.2	-2.6	0.0	-4.1	0.1	-0.6	-0.5
IDE cell inh	2	5	4	4	7	6	-3	.
M5 antag	3	8	3	1	6	-14	2	-2
CHRM4 antagonist	4	-5	-14	-6	2	0	0	-2

#33 CC1CN(C(C)C)C(=S)NC1=O (configuration not stated)
#34 CCOC(=O)c1c(C)[nH]c(C)c1C(=O)CSc1nc2ccccc2[nH]1
#35 CCOC(=O)/C(=C/c1ccc(OC(=O)c2ccccc2)cc1)C(C)=O
#36 CCOC(=O)/C(C#N)=C/c1ccc(OCC(=O)Nc2ccc(C)c(C)c2)c(OC)c1
#37 Cc1cc(OCC(=O)Nc2ccc(N3CCCC3)cc2)cc(C)c1Cl
#38 CCCCN1CC(COCc2ccccc2)Oc2ccccc2S1(=O)=O (configuration not stated)
#39 O=C(N/N=C1\CCCc2c1[nH]c1ccc(Cl)cc21)c1ccncc1
#40 Cn1cc(CN2C[C@]3(C)C[C@H]2CC(C)(C)C3)c(-c2ccc3c(c2)OCCO3)n1

compound no.	33	34	35	36	37	38	39	40
M4 ag	0	9	1	4	0	3	3	1
M4 PAM	5	-14	21*	8	-5	-8	6	-8
CRFR2-BP antag	-9	-15	-65	0	10	11	-22	-7
M5 ag	3	2	-1	-3	-5	-1	-1	-11
M5 PAM	3	-6	6	1	-1	-8	-5	-14
CRFBP-R2 agonist	-0.3	8.4	20	2.3	-0.7	0.6	-0.3	-2.2
IDE cell inh	.	4	0	-1	-2	.	3	-6
M5 antag	7	2	-5	-5	-1	6	18	7
CHRM4 antagonist	1	10	-1	-11	15	1	2	2

#41 COc1cc(NC(=O)C2CCCN(S(=O)(=O)c3ccc4[nH]c(=O)ccc4c3)C2)cc(OC)c1 (configuration not stated)
#42 O=C(CSc1nnc(CNC(=O)c2ccco2)o1)Nc1cccc(C(F)(F)F)c1
#43 CCCN(C(=O)c1cccc(S(=O)(=O)N2CCN(C)CC2)c1)c1c(N)n(Cc2ccccc2)c(=O)[nH]c1=O
#44 O=c1oc2ccccc2c(Nc2cc3ccccc3cc2O)c1[N+](=O)[O-]
#45 CC(=O)Nc1ccc(NC(=O)CN2C(=O)COc3ccc(S(=O)(=O)N4CCCCC4)cc32)cc1
#46 Fc1cccc(Cc2c(-c3ccco3)nc3ccc(Cl)cn23)c1
#47 O=C(NCCOc1ccccc1)C1CCC(=O)N(CCc2ccccn2)C1 (configuration not stated)
#48 CC(C)Cn1c(-c2ccccc2)nc2ccccc2c1=O

compound no.	41	42	43	44	45	46	47	48
M4 ag	1	2	0	7	1	-1	11	0
M4 PAM	11	1	-4	-6	3	9	-5	1
CRFR2-BP antag	0	-4	-5	34	-1	.	-14	-14
M5 ag	2	-1	0	5	-3	2	0	-2
M5 PAM	7	-4	5	-6	-1	3	-3	1
CRFBP-R2 agonist	-0.3	0.6	-0.6	6.4	1.3	.	0.0	-1.8
IDE cell inh	6	3	-2	1	-3	.	6	-4
M5 antag	-11	6	0	-8	9	10	0	3
CHRM4 antagonist	-3	-5	6	-9	-6	-7	8	-7

#49 Cc1ccccc1/C=N\NC(=O)c1csnn1
#50 CN1CCN(CCc2nc3cc(NC(=O)COc4ccc([N+](=O)[O-])cc4)ccc3n2C)CC1
#51 S=C(NCCCN1CCOCC1)N1CCN(c2nc(-c3ccc(Cl)cc3)cs2)CC1
#52 CC(=O)Cn1ncc(N(C)Cc2ccccc2)c(Cl)c1=O

compound no.	49	50	51	52
M4 ag	2	1	11	0
M4 PAM	4	5	-12	6
CRFR2-BP antag	-8	-8	21	8
M5 ag	0	-5	-4	1
M5 PAM	-1	4	-16	-2
CRFBP-R2 agonist	3.5	1.5	-0.6	-0.3
IDE cell inh	7	6	23*	2
M5 antag	0	0	12	3
CHRM4 antagonist	1	-7	13	1

4 compounds out of the list, arranged by formula weight, descending:
#51 S=C(NCCCN1CCOCC1)N1CCN(c2nc(-c3ccc(Cl)cc3)cs2)CC1
#50 CN1CCN(CCc2nc3cc(NC(=O)COc4ccc([N+](=O)[O-])cc4)ccc3n2C)CC1
#46 Fc1cccc(Cc2c(-c3ccco3)nc3ccc(Cl)cn23)c1
#52 CC(=O)Cn1ncc(N(C)Cc2ccccc2)c(Cl)c1=O

compound no.	51	50	46	52
M4 ag	11	1	-1	0
M4 PAM	-12	5	9	6
CRFR2-BP antag	21	-8	.	8
M5 ag	-4	-5	2	1
M5 PAM	-16	4	3	-2
CRFBP-R2 agonist	-0.6	1.5	.	-0.3
IDE cell inh	23*	6	.	2
M5 antag	12	0	10	3
CHRM4 antagonist	13	-7	-7	1
